mIAP activ: mouse IAP activation | muIAP, CDP-Star luminescence, 30 min; hits give high values; 1 = vehicle-only enzyme signal, 0 = enzyme-free wells | activation factor at 10 µM | hit rate 0.24% among 330,000 | AID 2805;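 active means activation factor of at least 2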; further: the source names both 10 and 20 µM as test concentration; values of inactives mirror those of a sister screen read the other way
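Assay system: mouse IAP enzyme; reagent: chemiluminescent substrate CDP-Star; dosing: test compounds delivered from DMSO solution; schedule: 30 min at room temperature; measured by: luminescence from enzymatic CDP-Star hydrolysis; controls: DMSO-only wells and no-enzyme negative control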
hIAP inh: human IAP inhibition | hit rate 0.12% among 330,000 | P09923 | inhibition, % at 10 µM | purified IAP, CDP-Star luminescence, 30 min;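 active means inhibition reaching a set limit with compound at 10 µM in the primary screen, cut at about 35% in these data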;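 further: plate controls were DMSO wells with enzyme for no effect and no-enzyme buffer wells for full effect; values of inactives mirror those of a sister screen read the other way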
Target sequence (P09923 whole entry, looked up): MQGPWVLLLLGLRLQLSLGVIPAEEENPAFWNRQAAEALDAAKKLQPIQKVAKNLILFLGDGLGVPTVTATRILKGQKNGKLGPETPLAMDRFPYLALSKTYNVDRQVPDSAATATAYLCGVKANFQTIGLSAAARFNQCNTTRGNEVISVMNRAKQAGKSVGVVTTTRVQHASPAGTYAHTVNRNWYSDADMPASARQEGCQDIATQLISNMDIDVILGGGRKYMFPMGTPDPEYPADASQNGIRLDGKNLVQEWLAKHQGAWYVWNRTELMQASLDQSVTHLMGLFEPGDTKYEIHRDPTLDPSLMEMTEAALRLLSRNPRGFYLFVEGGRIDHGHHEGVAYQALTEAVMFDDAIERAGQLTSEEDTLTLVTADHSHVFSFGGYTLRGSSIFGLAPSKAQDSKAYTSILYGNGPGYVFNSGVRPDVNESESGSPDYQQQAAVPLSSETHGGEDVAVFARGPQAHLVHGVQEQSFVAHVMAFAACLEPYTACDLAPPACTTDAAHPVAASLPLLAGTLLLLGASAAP
APOBEC3G inh: APOBEC3G (human) deaminase inhibition; AID 493012; hit rate 0.28% among 330,000; inhibition, % at 20 µM; recombinant A3G, ssDNA deamination FAM/TAMRA fluorescence; Q9HC16;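 active means inhibition of at least 40% at 20 µM, with no more than 30% in the related APOBEC3A deaminase screen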;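 further: plate controls were DMSO wells with A3G for no effect and wells lacking A3G enzyme for full effect; some compounds called inactive have numbers as strong as hits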
tim10-1 inh: tim10-1 yeast growth inhibition. S. cerevisiae tim10-1 ts strain growth, BacTiter-Glo, 24 h. hit rate 2.2% among 330,000. inhibition, % at 20 µM;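 active means inhibition of at least 40%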;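 further: mutant grown at 25 °C; 0% = DMSO wells with yeast and 100% = wells holding no yeast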
NALP3 yeast inh: blocks the NALP3 inflammasome reconstituted in yeast | Yeast reconstituted NLRP3/ASC/caspase-1, beta-gal luminescence, 24 h | hit rate 0.39% among 330,000 | inhibition, % at 10 µM;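 active means inhibition of 50% or more; inactive means inhibition below 50%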;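 further: plate controls were induced DMSO wells for no effect and uninduced yeast grown without galactose for full effect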
TIM10 inh: inhibits growth of TIM10 yeast strain | S. cerevisiae TIM10 strain growth, BacTiter-Glo luminescence, 24 h | AID 463195 | inhibition, % at 10 µM | hit rate 1.4% among 330,000;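 active means inhibition of 40% or more at the single tested concentration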;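 further: wild-type TIM10 isogenic control strain grown at permissive 25 °C; 0% = DMSO yeast wells and 100% = minimal medium wells without yeast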
MIN6 prolif: MIN6 beta-cell proliferation induction; MIN6 cells proliferation, ATPlite luminescence, 48 h; cells starved in 0.2% serum; 100% = growth in 10% serum; proliferation, % at 10 µM; hit rate 0.29% among 330,000; AID 2380;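 active means compounds whose signal lies at least 3.5 SD above the mean of all wells on their plate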;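 further: 0% = DMSO-treated cells in low-serum medium and 100% = 10% serum control; some compounds called inactive have numbers as strong as hits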
APOBEC3A inh: inhibitors of human APOBEC3A DNA deaminase; P31941; recombinant A3A, FAM/TAMRA ssDNA deamination fluorescence; inhibition, % at 20 µM; hit rate 0.41% among 330,000; AID 493011;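 active means at least 40% inhibition at 20 µM here, with at most 30% in a related deaminase screen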;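 further: plate controls were A3A with DMSO for no effect and wells lacking A3A enzyme for full effect; some results filed as inactive read as strong as hits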
Target sequence (P31941 whole entry, looked up): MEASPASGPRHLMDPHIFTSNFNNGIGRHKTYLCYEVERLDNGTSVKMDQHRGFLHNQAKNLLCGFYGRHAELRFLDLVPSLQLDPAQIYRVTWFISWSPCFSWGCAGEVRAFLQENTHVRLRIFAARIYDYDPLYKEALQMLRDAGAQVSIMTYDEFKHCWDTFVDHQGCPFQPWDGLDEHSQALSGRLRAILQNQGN
mIAP inh: mouse IAP inhibition. AID 2806. purified mouse IAP, CDP-Star luminescence, 30 min. hit rate 0.2% among 330,000. inhibition, % at 10 µM;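 active means inhibition of at least 40% at 10 µM in the primary screen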;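 further: plate controls were DMSO with enzyme for no effect and no enzyme wells for full effect; values of inactives mirror those of a sister screen read the other way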
* hit, by the source's call; . = no result given.

SMILES	mIAP activ	hIAP inh	APOBEC3G inh	tim10-1 inh	NALP3 yeast inh	TIM10 inh	MIN6 prolif	APOBEC3A inh	mIAP inh
CNC(=O)c1cc(C(=O)c2ccc(F)cc2Cl)c[nH]1	1.05	5.8	-10.7	-4.6	17.5	1.1	0.7	-3.6	-5.0
O=S(=O)(NCC1CCCO1)c1cc(Br)c(Br)s1 (stereo not given)	1.08	-10.1	1.0	9.5	33.5	-5.0	-1.1	2.4	-8.5
Cc1nc(Nc2ccc(F)cc2)[nH]c(=O)c1CCC(C)C	1.01	-6.1	-2.0	21.0	-17.0	34.7	-4.9	-0.9	-0.8
Cc1ccc(S(=O)(=O)N2CCC(C(=O)N/N=C/c3ccccc3[N+](=O)[O-])CC2)cc1	1.04	12.1	-7.8	3.5	17.8	2.4	-1.9	-1.7	-3.7
COC(=O)c1sccc1N(C)S(C)(=O)=O	0.962	-5.9	-7.9	1.8	16.9	-11.3	-3.1	-2.1	3.8
O=C(CCn1c2c(c3ccccc31)CCCC2)NNC(=O)c1ccccc1C(=O)O	0.912	-25.4	0.0	6.0	-1.5	5.1	-3.0	-4.3	8.8
CCOc1c(O)ccc(/C=C2\SC(=S)NC2=O)c1[N+](=O)[O-]	0.618	14.3	14.5	15.9	37.1	8.9	-3.0	7.8	38.2
O=C(NCC(c1ccco1)N1CCc2ccccc2C1)c1ccccc1Cl (stereo not given)	1	-14.9	-6.4	15.0	14.2	-10.2	-0.9	-0.4	-0.2
CCCCN(Cc1ccccc1)C(=O)C1CCCN(S(=O)(=O)c2cnc[nH]2)C1 (stereo not given)	1.01	-17.4	-2.3	-19.4	9.7	3.9	5.6	0.8	-1.5
COCCCNc1oc(COc2ccc(Cl)cc2Cl)nc1C#N	0.975	-4.1	-9.4	17.2	10.7	-12.0	-2.9	-3.0	2.5
CCOc1ccc(N2C(=O)CN=C2Nc2ccccc2Cl)cc1	0.946	8.9	-4.6	1.2	5.5	4.7	-1.3	0.9	5.4
CCN(CC)C(CNC(=O)c1cc(=O)[nH]c2ccccc12)c1ccccc1Cl (stereo not given)	0.962	4.3	-12.7	-1.0	3.6	8.1	-2.3	-3.7	3.8
CN(C)/C=C1\C(=O)N(c2ccc(Oc3ccccc3)cc2)CS1=O (stereo not given)	1.03	12.1	-5.0	-4.1	12.7	5.9	0.4	2.9	-2.8
CCOc1ccc(NC(=O)CN(C)C(=O)Cc2c(C)nc3ccccc3c2C)cc1OCC	0.958	4.4	-1.7	0.5	18.2	1.8	-3.9	0.2	4.2
COc1ccc(CCNC2=C(Cl)C(=O)N(Cc3ccccc3)C2=O)cc1OC	0.931	15.2	1.0	28.6	15.1	7.4	-3.9	-2.0	6.9
O=C(N/N=C/c1cccs1)c1ccc2c(c1)OCO2	1	-1.6	-8.7	-21.8	37.0	9.8	-4.8	-0.8	-0.5
Cc1cccc(OCCCn2c(CCNC(=O)C(C)C)nc3ccccc32)c1	0.967	-20.6	-0.9	-3.2	-4.3	3.1	-3.1	-3.0	3.3
COc1cccc(OCc2cc(C(=O)N(C)CCC3CCCCO3)no2)c1 (stereo not given)	1.03	-7.2	-6.6	30.0	22.7	-4.4	-2.3	-1.5	-3.3
O=C(CCN1C(=O)c2cccc3cccc(c23)C1=O)NCc1ccco1	0.949	7.0	-3.8	17.0	5.6	13.2	-3.1	-1.6	5.1
CC1CCN(C(=O)c2cc3ccccc3o2)CC1	1.04	-5.7	2.7	-14.6	33.6	-17.0	-3.0	-0.4	-3.9
Cc1[nH]c2ccccc2c1/C=N/NC(=O)c1cc(-c2ccncc2)nc2ccccc12	1	3.2	-0.5	17.1	6.0	0.8	-0.7	0.3	-0.2
COCCNC(=O)CCc1nc2cccnc2n1Cc1ccc(OC)cc1	1.03	-6.7	-5.8	4.5	-7.7	7.2	-3.9	-3.3	-3.3
NC(=S)N/N=C/c1coc2cc(Br)ccc2c1=O	1.03	0.1	0.0	28.2	5.0	32.5	-0.7	1.3	-3.1
Cc1nnc(SCC(=O)NC(=O)Nc2ccc3c(c2)OCCO3)n1N	1.01	6.6	-7.9	4.4	-9.9	-11.1	-3.1	-0.8	-0.8
COc1ccc(/C=N/NC(=O)c2[nH]c3ccc(Br)cc3c2-c2ccccc2)cc1	0.822	4.5	-2.1	16.8	-13.4	17.2	-4.8	-1.0	17.8

The listing continues.
SMILES	mIAP activ	hIAP inh	APOBEC3G inh	tim10-1 inh	NALP3 yeast inh	TIM10 inh	MIN6 prolif	APOBEC3A inh	mIAP inh
Cn1c(=O)[nH]c(=O)c2c1nc(N1CCOCC1)n2CC(O)COc1ccccc1 (stereo not given)	0.946	3.8	-5.1	-9.6	6.3	-3.6	-1.9	-1.5	5.4
Cn1c(N/N=C/c2c[nH]c3ccccc23)nc2ccccc21	0.967	-14.8	-6.1	11.2	13.7	-10.3	-3.8	-4.1	3.3
O=C(CC(c1ccccc1)c1cc(Cl)ccc1O)NCCN1CCOCC1 (stereo not given)	0.948	4.4	-5.5	12.0	9.3	-4.5	0.9	1.8	5.2
Cc1ccc(C(=O)OCC(=O)Nc2cc(C(C)(C)C)no2)c(C)c1	1.15	1.5	-4.7	26.3	16.3	13.1	-3.6	-0.2	-15.1
COc1cccc(CN2CCNC(=O)C2CC(=O)N2CCOc3ccccc3C2)c1OC (stereo not given)	0.962	-13.3	-3.5	21.3	15.5	11.0	-0.6	-1.8	3.8
Cc1ccsc1/C=N/NC(=O)c1sccc1C	0.9	5.0	-5.6	-10.7	25.5	6.6	-1.5	-1.8	10.0
COc1ccc(-c2cc3nc[nH]c(=O)c3s2)cc1	0.93	0.6	-6.6	15.2	10.0	9.4	-5.1	-0.9	7.0
CCn1c(O)c(C#N)c(C)cc1=O	1.05	-1.8	-5.2	3.6	13.3	-2.2	-0.1	-7.2	-5.0
CCOc1ccc(NC(=O)c2ccc(CSc3nnnn3C)cc2)cc1	0.971	-16.2	-3.7	-17.7	3.5	2.6	-1.3	0.4	2.9
COc1c2c(cc3oc(C)cc(=O)c13)OC(C(C)(C)OC1OC(CO)C(O)C(O)C1O)C2 (stereo not given)	0.956	21.8	0.3	6.6	-9.4	-4.0	-3.1	3.7	4.4
COC(=O)c1c(C)[nH]c(C(=O)C(C)OC(=O)c2cc(C)oc2C)c1C (stereo not given)	0.957	2.2	-7.4	-4.9	23.2	-20.0	-3.0	-3.2	4.3
CCn1c(C)nc2cc(S(=O)(=O)C(F)(F)C(F)C(F)(F)F)ccc21 (stereo not given)	0.949	4.3	-0.5	31.2	20.0	-18.7	-3.6	-0.2	5.1
O=C(COC(=O)/C=C/c1ccco1)NCc1ccco1	1.1	-12.2	25.6	-7.9	-3.8	-5.0	-1.1	48.8*	-10.5
COc1ccc(/C=N/NC(=O)CCN2CCCCC2c2cccnc2)cc1Cn1cc([N+](=O)[O-])cn1 (stereo not given)	1.02	1.4	-5.5	-0.5	-8.1	-7.5	1.4	-0.5	-2.1
CCn1c(SCC(=O)Nc2ccc3[nH]c(=O)[nH]c3c2)nc2ccccc21	1.06	8.3	-5.6	8.4	14.6	9.2	0.6	-3.5	-6.0
CCC(=O)Nc1ccc(NC(=S)Nc2ccccc2)cc1	0.931	10.3	0.9	17.5	12.6	-4.1	-0.6	2.6	6.9
O=C(/C=C/c1ccc(Cl)cc1)NCCCN1CCOCC1	1.06	-30.1	-1.6	-22.6	3.3	-7.9	-0.6	2.1	-6.3
O=C(Nc1nc2ccccc2s1)C1CCCO1 (stereo not given)	0.985	-51.5	0.3	16.2	30.4	6.8	2.7	0.2	1.5
Cc1ccc(S(=O)(=O)Nc2nc3c(s2)C(=O)CC(C)(C)C3)cc1	1.01	8.6	-4.6	6.1	3.6	-9.6	-0.8	-2.9	-1.2
CSCc1ccc(C(=O)NCc2ccc(F)cc2)cc1	1.03	7.4	-0.3	13.5	19.5	10.5	1.3	1.8	-2.6
CCOc1ccc(N(CC(=O)Nc2nccs2)S(=O)(=O)c2c(C)[nH]c(=O)[nH]c2=O)cc1	1.06	-15.9	4.2	-0.9	5.4	-0.3	-0.1	4.1	-6.1
O=C(COc1ccc(Br)cc1)NC1CC1	0.989	-3.5	-11.8	-6.8	13.4	-6.2	0.1	0.7	1.1
O=C(CSc1nnc2ccccn12)Nc1nsc(-c2ccccc2)n1	1.01	-9.6	1.5	7.3	16.8	-10.3	-0.4	0.5	-0.6
COc1ccc(C2C(=O)c3ccccc3C2=O)c(OC)c1	0.88	-24.5	-6.1	22.8	0.8	12.2	-3.6	-1.5	12.0
Cc1cc(=O)oc2cc(OCC(=O)NC3CCN(Cc4ccccc4)CC3)ccc12	0.919	10.2	-6.0	-1.4	2.1	3.4	-0.7	-2.2	8.1

Reprinted from the part before: two compounds, followed by the next part.
SMILES	mIAP activ	hIAP inh	APOBEC3G inh	tim10-1 inh	NALP3 yeast inh	TIM10 inh	MIN6 prolif	APOBEC3A inh	mIAP inh
COc1ccc(C2C(=O)c3ccccc3C2=O)c(OC)c1	0.88	-24.5	-6.1	22.8	0.8	12.2	-3.6	-1.5	12.0
Cc1cc(=O)oc2cc(OCC(=O)NC3CCN(Cc4ccccc4)CC3)ccc12	0.919	10.2	-6.0	-1.4	2.1	3.4	-0.7	-2.2	8.1
CC(C)C(NC(=O)c1cccs1)C(=O)NC1=NCCS1 (stereo not given)	1.07	4.4	-0.8	0.1	11.9	-4.6	-1.0	0.7	-6.9
O=C(NCc1ccccn1)c1ccc(N2CCCC2)c([N+](=O)[O-])c1	0.96	-20.8	21.4	14.5	7.1	2.3	-3.6	-3.7	4.0
Cn1c(/C=C/c2cccc([N+](=O)[O-])c2)c([N+](=O)[O-])c(=O)n(C)c1=O	1	6.0	-2.6	14.1	19.0	13.7	-3.4	-4.0	0.0
O=S(=O)(Cc1ccccc1)N=Nc1c(O)[nH]c2ccc(Br)cc12	0.974	1.7	50.9*	11.3	-7.1	27.2	-1.5	-0.9	2.6
CC1CCCC(NC(=S)Nc2cccc(S(=O)(=O)N(C)C)c2)C1C (stereo not given)	4.92*	-23.4	-7.1	24.7	13.3	14.8	0.8	-2.8	-392.3
CC1(C)Cc2cccc(OCC(=O)NC3CC3)c2O1	0.811	15.4	-3.6	13.0	9.2	-1.7	3.6	-2.4	18.9
Cn1ccnc1C1CCCCN1Cc1nc(Cc2ccccc2F)no1 (stereo not given)	0.91	1.2	-10.7	26.1	14.5	-3.1	-1.6	5.2	9.0
COc1ccc(N2CCN(CCCNC(=O)C3CCCN(S(=O)(=O)c4c(C)n[nH]c4C)C3)CC2)cc1 (stereo not given)	0.988	-0.7	-6.0	-6.3	14.9	2.2	-2.5	-5.4	1.2
NC(N)=NS(=O)(=O)c1ccc(NC(=S)NC(=O)c2sc3ccccc3c2Cl)cc1	0.852	-4.3	-6.7	9.0	-4.1	-1.9	0.0	-2.6	14.8
COc1ccc2[nH]c3c(c2c1)CCN1C(=O)C(CC(=O)NCCC2=CCCCC2)C[C@H](C(=O)N2CCOCC2)[C@@]31C (stereo not given in full)	1.06	.	-0.1	-4.5	.	-4.2	.	-0.6	-5.9
Cc1nn(-c2ccccc2)c(Cl)c1/C=C(\CC(=O)O)c1nc2ccccc2s1	0.967	-1.5	-0.8	25.8	12.1	29.9	-0.2	2.6	3.3
CCCCc1cc(=O)oc2cc(C)cc(OCC(=O)O)c12	1.01	14.6	-3.8	9.1	10.7	3.1	1.1	-1.9	-1.3
COC(=O)c1cn(-c2ccccc2)nc1-c1ccc(OC)c(OC)c1	0.981	-6.7	-4.5	41.6*	21.4	15.1	-3.7	-4.6	1.9
